# A3A deaminase: inhibitors of human APOBEC3A DNA deaminase | P31941 | recombinant A3A, FAM/TAMRA ssDNA deamination fluorescence | inhibition, % at 20 µM | hit rate 0.41% among 330,000;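 active = at least 40% inhibition at 20 µM here, with at most 30% in a related deaminase screen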;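 also: plate controls were A3A with DMSO for no effect and wells lacking A3A enzyme for full effect; some results filed as inactive read as strong as hits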
# Target sequence (P31941 whole entry, looked up): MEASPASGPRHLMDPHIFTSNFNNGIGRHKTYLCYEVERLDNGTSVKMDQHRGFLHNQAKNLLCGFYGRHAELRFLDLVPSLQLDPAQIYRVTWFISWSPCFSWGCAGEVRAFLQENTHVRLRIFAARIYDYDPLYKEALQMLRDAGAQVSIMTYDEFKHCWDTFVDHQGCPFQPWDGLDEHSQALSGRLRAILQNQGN
# mIAP activ: increases mouse intestinal alkaline phosphatase activity; muIAP, CDP-Star luminescence, 30 min; active compounds read high; 1 = vehicle-only enzyme signal, 0 = enzyme-free wells; activation factor at 10 µM; hit rate 0.24% among 330,000;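 active = activation factor of at least 2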; also: the source names both 10 and 20 µM as test concentration; values of inactives mirror those of a sister screen read the other way
#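 Assay system: mouse IAP enzyme; reagent: chemiluminescent substrate CDP-Star; dosing: test compounds delivered from DMSO solution; schedule: 30 min at room temperature; measured by: luminescence from enzymatic CDP-Star hydrolysis; controls: DMSO-only wells and no-enzyme negative control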
# SENP1 FRET inh: blocks the human SENP1 SUMO protease catalytic domain | recombinant SENP1 catalytic domain, CyPet-SUMO1-YPet FRET cleavage | inhibition, % at 10 µM | hit rate 0.21% among 360,000 | AID 624204;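 active = inhibition at least 30% at 10 µM, raw YFP signal under a set limit, fluorescence ratio 0.5 to 1.5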;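 also: 0% = enzyme with DMSO and 100% = no enzyme wells; some results filed as inactive read as strong as hits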
# Target sequence (Q9P0U3 419-644 limits assumed): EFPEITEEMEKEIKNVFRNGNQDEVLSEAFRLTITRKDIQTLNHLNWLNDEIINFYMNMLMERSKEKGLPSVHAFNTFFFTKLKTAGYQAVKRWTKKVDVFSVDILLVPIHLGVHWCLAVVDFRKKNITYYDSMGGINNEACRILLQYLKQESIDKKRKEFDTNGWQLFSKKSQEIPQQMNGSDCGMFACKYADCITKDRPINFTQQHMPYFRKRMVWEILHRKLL
#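 Test system: human SENP1 catalytic domain; medium: Tris pH 8 buffer plus EDTA, NaCl, BME, BSA, NP40, catalase; incubation: 50 min reaction at room temperature; technique: FRET, CFP and YFP emission; controls: no-enzyme low control and enzyme-plus-DMSO high control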
# hIAP act: increases human intestinal alkaline phosphatase activity; purified human IAP, CDP-Star luminescence, 30 min; active compounds read high; 1 = vehicle-only enzyme, 0 = enzyme-free background; P09923; AID 2524; activation factor at 10 µM; hit rate 0.16% among 330,000;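 active = activation factor of the enzyme at least 2-fold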; also: the source names both 10 and 20 µM as test concentration; values of inactives mirror those of a sister screen read the other way
# Target sequence (P09923 whole entry, looked up): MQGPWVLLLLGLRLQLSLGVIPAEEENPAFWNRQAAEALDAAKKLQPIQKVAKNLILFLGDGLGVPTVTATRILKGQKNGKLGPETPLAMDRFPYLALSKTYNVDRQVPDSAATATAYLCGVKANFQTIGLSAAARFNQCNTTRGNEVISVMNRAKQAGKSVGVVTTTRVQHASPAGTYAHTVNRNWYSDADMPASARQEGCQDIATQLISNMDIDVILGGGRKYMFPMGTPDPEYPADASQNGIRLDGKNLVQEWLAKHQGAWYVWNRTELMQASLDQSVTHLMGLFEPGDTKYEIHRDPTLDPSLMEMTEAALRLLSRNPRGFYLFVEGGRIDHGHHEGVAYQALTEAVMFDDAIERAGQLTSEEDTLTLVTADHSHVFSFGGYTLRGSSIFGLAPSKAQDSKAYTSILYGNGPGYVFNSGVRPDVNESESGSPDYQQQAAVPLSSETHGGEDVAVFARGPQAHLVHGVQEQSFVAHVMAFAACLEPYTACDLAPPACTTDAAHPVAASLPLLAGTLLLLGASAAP
# mIAP block: mouse IAP inhibition; hit rate 0.2% among 330,000; purified mouse IAP, CDP-Star luminescence, 30 min; inhibition, % at 10 µM;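 active = inhibition of at least 40% at 10 µM in the primary screen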;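 also: plate controls were DMSO with enzyme for no effect and no enzyme wells for full effect; values of inactives mirror those of a sister screen read the other way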
# hIAP inh: blocks human intestinal alkaline phosphatase. hit rate 0.12% among 330,000. purified IAP, CDP-Star luminescence, 30 min. inhibition, % at 10 µM;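 active = inhibition reaching a set limit with compound at 10 µM in the primary screen, cut at about 35% in these data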;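 also: plate controls were DMSO wells with enzyme for no effect and no-enzyme buffer wells for full effect; values of inactives mirror those of a sister screen read the other way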
# MIN6 prolif: inducers of beta-cell replication in MIN6 cells; MIN6 cells proliferation, ATPlite luminescence, 48 h; cells starved in 0.2% serum; 100% = growth in 10% serum; AID 2380; proliferation, % at 10 µM; hit rate 0.29% among 330,000;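 active = compounds whose signal lies at least 3.5 SD above the mean of all wells on their plate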;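 also: 0% = DMSO-treated cells in low-serum medium and 100% = 10% serum control; some compounds called inactive have numbers as strong as hits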
# NLRP3 yeast inh: NALP3 inhibition in yeast; inhibition, % at 10 µM; hit rate 0.39% among 330,000; Yeast reconstituted NLRP3/ASC/caspase-1, beta-gal luminescence, 24 h;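 active = inhibition of 50% or more; inactive = inhibition below 50%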;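 also: plate controls were induced DMSO wells for no effect and uninduced yeast grown without galactose for full effect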
# A3G deaminase: APOBEC3G (human) deaminase inhibition; Q9HC16; hit rate 0.28% among 330,000; recombinant A3G, ssDNA deamination FAM/TAMRA fluorescence; AID 493012; inhibition, % at 20 µM;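 active = inhibition of at least 40% at 20 µM, with no more than 30% in the related APOBEC3A deaminase screen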;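 also: plate controls were DMSO wells with A3G for no effect and wells lacking A3G enzyme for full effect; some compounds called inactive have numbers as strong as hits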
# * marks the source's active call; other numbers are inactive results; . = no result given.
SMILES,A3A deaminase,mIAP activ,SENP1 FRET inh,hIAP act,mIAP block,hIAP inh,MIN6 prolif,NLRP3 yeast inh,A3G deaminase
CCOCCn1c(COc2ccc(C)cc2)nc2ccccc21,-2,0.91,0,1.1,9,-12,0,32,-3
CCC(c1nnc(SCC(=O)Nc2ccc(C(N)=O)cc2)n1Cc1ccccc1)N(C)C (configuration not stated),-4,1.1,-1,1.2,-6,-21,0,-10,-5
COc1ccc(/C=C/C(=O)Nc2ccc(-c3nnc4n3CCCCC4)cc2)c(OC)c1,-3,1.2,-8,1.1,-17,-10,-2,-4,-4
COc1cc(/C=C2/C(=O)N(c3ccccc3)N=C2C)ccc1OS(=O)(=O)c1ccccc1,14,0.86,.,1,14,0,-1,1,2
CC(C)C(NC(=O)c1ccco1)C(=O)OCC(=O)c1ccccc1 (configuration not stated),0,0.96,1,1.1,4,-6,-2,-2,-3
COc1oc(-c2ccccc2)nc1C(F)(F)F,-1,1.1,1,0.94,-8,6,-2,12,-5
COc1cc(CC(=O)NNC(=O)c2cc(C)oc2C)cc(OC)c1OC,2,0.94,3,1,6,-2,-2,-9,-8
O=C(NCCOc1cccc2cccnc12)c1cccs1,4,0.99,3,1.1,0,-5,-3,3,2
C/C(=N\NC(=O)c1ccc(F)cc1)c1ccc(NC(=O)Cc2ccccc2)cc1,-5,0.89,0,1,11,-1,-1,-6,-7
COc1cc(-c2nnc(COC(=O)c3ccc(C)o3)o2)cc(OC)c1OC,12,0.99,1,0.81,1,18,2,4,2
Cc1ccc(-c2csc(Cc3nc(-c4ccc5c(c4)CCC(=O)N5)cs3)n2)cc1,-7,0.89,11,0.89,11,11,0,21,-6
COc1ccc(S(=O)(=O)NCC2CCCN(Cc3cccc(C(C)=O)c3)C2)cc1 (configuration not stated),-2,1,-2,1.1,-2,-12,-2,2,-3
COC(=O)CCC(=O)OC1(C)C(=O)C=C2C=C(C3CC3)N(C3CCCCC3)C=C2C1=O (configuration not stated),48*,1,-46,0.93,-4,7,4,14,-9
CCC(C)N1CCCC1C(=O)Nc1c(C)cc(C)cc1C (configuration not stated),5,1,5,0.94,-3,6,2,5,0
COC(=O)C1=C(SC)N(c2ccc(OC)cc2)C(c2ccccc2)CC1=O (configuration not stated),3,1.1,1,0.94,-7,6,0,-7,4
O=C(c1cc(F)ccc1F)C1CCCN(C(=O)c2ccc(F)cc2Cl)C1 (configuration not stated),-2,0.97,3,0.83,3,17,2,3,-7
COc1cc2oc(=O)cc(-c3ccc(-c4ccc(OC(F)(F)F)cc4)cc3)c2c(OC)c1OC,1,0.92,0,.,8,.,.,.,4
C[C@@H]1C=C(C(=O)NC2CC2)O[C@H](OCc2ccc(CO)cc2)C1,-3,1,1,1.1,-5,-8,1,1,-14
Cc1nn(Cc2ccc(Cl)c(Cl)c2)c(C)c1NC(=O)c1cn(-c2ccccc2)nc1-c1ccccc1,1,2.9*,1,1.2,-193,-20,-4,13,0
COc1ccc(C(=O)NCC(c2cccnc2)N2CCN(c3ccc(F)cc3)CC2)cc1OC (configuration not stated),1,1.1,0,1.1,-8,-6,1,5,-5
CC[C@@H]1C(c2ccccc2)=NN(c2ccccc2)[C@H]1C(=O)N1CCOC1=O,5,1,8,.,-1,.,.,.,10
O=S(=O)(c1ccc(S(=O)(=O)N(Cc2ccccc2)Cc2ccco2)cc1)N1CCCC1,3,0.94,0,0.97,6,3,-3,3,12
COC(=O)C1=C(O)/C(=C\c2ccc(OCC(=O)Nc3ccc(OC)cc3)cc2)N=C1C,-1,0.91,-95,1.2,9,-16,-1,6,1
Cc1ccc(C(=O)NC(C)c2ccc(C)c(C)c2)s1 (configuration not stated),-1,1,-1,1.4,-1,-41,0,12,-1
CC(C(=O)NCCc1nc2ccccc2[nH]1)n1cc([N+](=O)[O-])cn1 (configuration not stated),-2,0.94,0,1,6,0,4,6,-4
CC1CCN(c2ccc(NC(=O)c3ccc(Br)o3)cc2)CC1,-5,1.1,2,1.1,-5,-14,-4,23,-10
COc1ccc(C2NN=C(c3c[nH]c4ccccc34)C2O)cc1 (configuration not stated),-3,0.93,-29,0.82,7,18,-5,20,3
CCOC(=O)c1c(NC(=O)c2c(C(=O)O)cccc2[N+](=O)[O-])sc(C)c1C,-3,0.93,1,1,7,-3,0,12,-6
Cc1cc(NC(=O)NC(=O)c2ccccc2F)no1,-7,0.94,1,0.77,6,23,1,13,-3
COc1ccccc1Nc1nc(N)nc(CN2CCN(Cc3ccc4c(c3)OCO4)CC2)n1,-5,0.94,1,1,6,-4,0,7,-5
CCN1c2ccccc2-c2nc3ccccc3n2C1c1cccs1 (configuration not stated),0,1.3,-13,1.1,-27,-8,0,26,5
O=C(Cc1ccc(Br)cc1)NC1CCN(Cc2ccccc2)CC1,-2,1,-2,0.98,-2,2,0,26,-12
CC(C(=O)OCC(=O)c1ccc([N+](=O)[O-])cc1)N1C(=O)C2C3CCC(C3)C2C1=O (configuration not stated),-1,1,0,1.1,-4,-9,-1,19,-4
O=CN1CCN(C(=S)Nc2ccc(OC(F)F)cc2)CC1,-3,1.1,3,0.97,-9,3,2,6,-5
COc1cc(O)c(CCC(=O)c2cc(OC)c(OC)c(OC)c2)c(OC)c1,-1,0.96,-2,1.1,4,-8,3,19,-4
CC(NC(=O)Cc1cccs1)C(c1cccs1)N1CCOCC1 (configuration not stated),1,1,-1,1.2,-5,-18,-3,21,-3
CCn1nnc(NC(=O)COc2ccc(C3CCCCC3)cc2)n1,3,0.94,1,0.93,6,7,-2,14,3
CC1CCN(CC(=O)Nc2ccccc2C(=O)c2ccccc2)CC1,-2,0.85,-2,1.2,14,-24,3,3,-4
CC(C)(CC(=O)O)CC(=O)NCc1c(Cl)cccc1Oc1ccccc1,-3,0.98,2,1,2,0,-1,5,-5
CS(=O)(=O)N(CC(=O)NC1CCCCC1)Cc1ccc(Cl)cc1,1,1,3,0.92,0,8,0,-4,-1
COc1ccccc1NC(=O)CN1CCSc2ccccc21,0,0.97,0,0.94,3,6,1,13,9
O=C(/C=C\c1ccccc1)Nc1ccc(NC(=O)c2ccco2)cc1,-2,0.9,1,1.1,10,-11,-2,10,-5
O=C(O)CCCN1C(=O)C(=O)/C(=C(/O)c2ccccc2)C1/C=C/c1ccccc1 (configuration not stated),-3,0.98,1,0.91,2,9,-3,-3,-6
O=C(c1cc(F)ccc1F)N1CCC(N2CCC(C(=O)N3CCCC3)CC2)CC1,-3,1,-24,1.2,-2,-16,4,15,-6
COc1ccccc1Oc1cc(F)nc(N)n1,-1,0.93,2,1,7,-2,0,5,-3
CCC(C)Sc1ccc([C@H]2N[C@@](C)(C(=O)OC)[C@H]3C(=O)N(C)C(=O)[C@@H]23)cc1 (some centres not stated),0,0.98,3,1,2,-2,-2,7,-1
COc1ccccc1OCCCc1c(C)n[nH]c1C,-6,1,0,0.95,-1,5,-1,51*,-7
CNc1ccc(C(=O)OCC(=O)NC(=O)NC2CCCCC2)cc1[N+](=O)[O-],-2,0.84,19,0.99,16,0,-2,-7,-7
O=C(/C=C/c1ccccc1Br)c1ccc2c(c1)OCO2,-4,0.94,2,0.84,6,16,-4,62*,-7
CCN1CCN(Cc2nc3c(c(=O)n(C)c(=O)n3C)n2C(C)C(C)=O)CC1 (configuration not stated),-2,0.94,0,0.93,6,7,-1,14,-2

# Printed as active in mIAP activ (from the list above):
Compound,A3A deaminase,mIAP activ,SENP1 FRET inh,hIAP act,mIAP block,hIAP inh,NLRP3 yeast inh,A3G deaminase
Cc1nn(Cc2ccc(Cl)c(Cl)c2)c(C)c1NC(=O)c1cn(-c2ccccc2)nc1-c1ccccc1,1,2.9*,1,1.2,-193,-20,13,0

# Next entries follow.
SMILES,A3A deaminase,mIAP activ,SENP1 FRET inh,hIAP act,mIAP block,hIAP inh,MIN6 prolif,NLRP3 yeast inh,A3G deaminase
O=C(NCc1ccc(Cl)cc1)c1cc(=O)nc2sc(-c3ccccc3)nn12,1,0.98,-4,0.91,2,9,-6,-1,-10
CC1(C)CC(=O)C=C(Nc2ccc(O)c(C(=O)O)c2)C1,-3,0.88,-57,0.9,12,10,-1,19,18
Cc1cccc(-c2nc(CN3CCCC(C(=O)NC4CCCC4)C3)c(C)o2)c1 (configuration not stated),-4,0.87,-4,0.96,13,4,-3,12,-6
CC1CCCC(C)N1C(=O)COC(=O)c1cc(=O)[nH]c2ccccc12 (configuration not stated),1,1.1,3,1.2,-5,-16,0,17,-2
CCCc1cc(=O)oc2c(C)c(OCC(=O)Nc3cccnc3)ccc12,-4,0.97,2,1,3,-4,1,24,-3
CCCC(C)NC(=O)c1ccc(-c2ccccc2)cc1 (configuration not stated),-3,0.9,.,1,10,-2,-3,-10,-4
Cc1ccc(C)c(NC(=O)C2(C)CC3c4ccccc4C2c2ccccc23)c1 (configuration not stated),0,1.1,0,1.1,-7,-9,-2,-4,-9
Cc1ccc(-c2nc(CSCC(=O)NCCN3CCN(Cc4ccccc4)CC3)c(C)o2)cc1,0,1,-1,1,-4,-3,-4,19,-4
Cc1ccoc1C(=O)Nc1ccc(CC(=O)O)cc1,-2,0.93,3,0.96,7,4,-2,14,-5
CCO[C@H]1OC(C(=O)N2CCN(Cc3ccccc3)CC2)=C[C@@H](c2ccccc2)[C@@H]1CCCO,-2,1,0,1.1,0,-8,-4,18,-1
CCOC(=O)C1=C(C)NC(=O)NC1c1cccnc1 (configuration not stated),-2,1.2,3,1,-16,-2,-1,14,3
O=C1/C(=C\c2ccc(O)cc2)SC(=S)N1c1cccnc1,8,0.81,81*,0.75,19,25,-2,42,1
CCCC1CCC(C(=O)n2nc(N)c3cc4ccc(OC)cc4nc32)CC1 (configuration not stated),-2,1.1,-3,1.1,-14,-12,1,-3,-12
CCCn1c(SCC(=O)Nc2cccnc2Cl)n[nH]c1=O,0,1.1,1,1,-10,0,-3,7,-6
CC(C)C(=O)N=c1sc2cc(F)cc(F)c2n1C,-1,0.91,0,0.91,9,9,-4,16,2
NC(=O)CN(Cc1ccccc1)S(=O)(=O)c1ccc2c(c1)OCCO2,-3,0.99,5,0.91,1,9,0,12,-7
CC(C)c1ccccc1-n1c(SCC(=O)N2CCN(c3ccccc3)CC2)nnc1-c1cccnc1,-2,1,3,1.2,0,-18,-6,20,-8
O=C(OC1CCCCC1=O)c1cccc(S(=O)(=O)N2CCCCC2)c1 (configuration not stated),3,1,4,1.1,-3,-7,-7,16,9
Cc1ccc2c(c1)CCCN2C(=O)CCc1nc2ccccc2c(=O)[nH]1,1,1.1,-7,0.81,-10,18,-3,13,-7
O=C(CCSc1nnc(-c2ccccc2)o1)N1CCOCC1,-1,0.87,4,0.82,13,18,-1,6,-4
Cc1[nH][nH]c(=O)c1N=Nc1ccc(Br)c(Cl)c1,4,0.95,5,1.7,5,-67,-2,13,4

# Screening data (PubChem BioAssay)

# A portion of the library, so the mix of outcomes need not match the whole.
